Source: PubChem (National Center for Advancing Translational Sciences (NCATS))
AmpC detergent – blocks E. coli AmpC beta-lactamase in detergent assay | P00811 | AmpC hydrolysis of nitrocefin, absorbance 480 nm, 0.01% Triton | Potency, µM (titrated, usually from 114 µM), without a hit: top-dose activity change, negative = inhibition, usual class: inhibitors | 370,000 compounds, 0.041% hits;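 note: potency is the fitted concentration of half-maximal effect; 0% = no-compound wells and -100% = no-enzyme wells; nearly all actives have a fitted effect of over 25% in size; some results filed as inactive show a strong effect at the top dose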
Target sequence (P00811 whole entry, looked up): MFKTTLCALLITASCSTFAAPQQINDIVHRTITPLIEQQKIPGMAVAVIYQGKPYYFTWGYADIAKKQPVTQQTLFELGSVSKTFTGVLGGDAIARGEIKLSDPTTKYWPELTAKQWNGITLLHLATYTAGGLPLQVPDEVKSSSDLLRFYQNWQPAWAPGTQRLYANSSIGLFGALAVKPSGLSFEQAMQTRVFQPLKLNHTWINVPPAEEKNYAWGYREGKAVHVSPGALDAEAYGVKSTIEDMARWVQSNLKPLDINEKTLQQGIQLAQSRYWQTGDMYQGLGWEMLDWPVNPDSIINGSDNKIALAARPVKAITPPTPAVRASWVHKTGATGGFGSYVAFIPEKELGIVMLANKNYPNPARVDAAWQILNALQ
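AmpC (5.3 nM in the dispensed reagent) in 20 mM phosphate pH 7.0 with 0.01% (detergent screen) or 0.0001% Triton X-100 was preincubated with compounds for 15 min at room temperature. Nitrocefin was then added from an 800 uM solution, and hydrolysis was followed at 480 nm.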
AMA1 RON2 block – AMA1-RON2 (P. falciparum) interaction inhibition; AlphaScreen AMA1-biotinylated RON2 peptide binding; 360,000 compounds, 0.2% hits; Potency, µM (highest dose often 58.2 µM), inactives show top-dose activity change, negative = inhibition, actives largely listed as inhibitors;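 note: potency is the fitted concentration of half-maximal effect; 0% = vehicle wells and -100% = peptide control; nearly all actives have a fitted effect of over 45% in size; some results filed as inactive show a strong effect at the top dose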
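AMA1 (3D7) with his tag at 25 nM final met compounds first, then biotinylated RON2 peptide at 25 nM; detection used donor plus acceptor beads, 10 µg/mL apiece, read by AlphaScreen after 30 min at room temperature.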
FBPA Giardia inh – inhibitors of Giardia lamblia fructose-1,6-bisphosphate aldolase; A8B2U2; purified Giardia FBPA; Potency, µM (top dose mostly 59.6 µM), without a hit: top-dose activity, negative = inhibition, hits mostly inhibitors; 290,000 compounds, 0.71% hits; note: potency is the fitted concentration of half-maximal effect; nearly all actives have a fitted effect of over 55% in size
Target sequence (A8B2U2 whole entry, looked up): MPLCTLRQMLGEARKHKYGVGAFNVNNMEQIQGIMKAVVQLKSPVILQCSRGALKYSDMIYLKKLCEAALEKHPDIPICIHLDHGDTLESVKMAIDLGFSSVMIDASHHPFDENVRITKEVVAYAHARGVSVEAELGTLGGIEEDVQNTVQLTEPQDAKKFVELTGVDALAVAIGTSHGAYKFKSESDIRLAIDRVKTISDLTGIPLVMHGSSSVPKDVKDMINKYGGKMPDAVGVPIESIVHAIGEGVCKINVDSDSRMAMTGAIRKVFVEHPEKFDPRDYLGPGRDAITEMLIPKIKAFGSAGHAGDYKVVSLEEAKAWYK
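Giardia FBPA (40 nM reagent) was preincubated 10 min at RT with compound (up to 57.5 uM final), then substrate plus GAPDH/TPI/NAD/arsenate coupling system with diaphorase/resazurin was added; resorufin fluorescence (525/598 nm) was read after 20 min.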
HCV inhibitor – blocks hepatitis C virus; Huh7.5.1 HCVcc-Cre infection, luciferase reporter, 44 h; AID 651820; 340,000 compounds, 3.4% hits; Potency, µM (top dose mostly 41.8 µM), inactives show at the highest dose activity change, negative = inhibition, usual class: inhibitors; note: potency is the fitted concentration of half-maximal effect
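Luciferase read-out (15 sec integration) after a 15 min room-temperature substrate step quantifies HCVcc-Cre infection. Cells, 1,000 per well, had compound added 4 h post-plating, then virus at ~0.5 moi, and were cultured 44 h.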
HCMV antiviral – blocks human cytomegalovirus replication | activity change, negative = inhibition, % at 57.5 µM | 410,000 compounds, 4.5% hits | HFF cells, HCMV-luciferase reporter, 72 h; stronger effect = lower value; in the data active = activity change below about -60%; inconclusive = no clear call, values can overlap the other calls; inactive = above about -39%
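After 16 h attachment at 37C, HFF cells received test compound and HCMV-luciferase (1 PFU/cell); reporter luminescence read 72 h later, data normalized against buffer-only and known inhibitor Salinomycin.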
Sm TGR block – inhibitors of Schistosoma mansoni thioredoxin glutathione reductase. Q962Y6. purified TGR, DTNB reduction, TNB absorbance 405 nm. Potency, µM (highest dose often 114 µM), for inactives: at the top dose activity change, negative = inhibition, usual class: inhibitors. 360,000 compounds, 3% hits. AID 485364; note: potency is the fitted concentration of half-maximal effect; nearly all actives have a fitted effect of over 60% in size
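First, TGR (20 nM dispensed) and NADPH were mixed with compound. Second, a 15 min room-temperature incubation followed. Third, further NADPH and then DTNB were added to start the reaction. Finally, TNB absorbance was monitored kinetically.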
The depositor's hits bear a star; ? = inconclusive; . = no result given; & = joins results of further samples; [ ] = remark or other dose. Unless noted, calls come from the whole dose curve; as a rule, active = well fitted curve in the direction sought with a large enough effect; inconclusive = small, poorly fitted or top-dose-only effect, or another doubt; inactive = no such curve, though single readings can be large; an effect the other way counts as inactive or inconclusive. Unless noted, % is set by controls: 0 for no effect and ±100 for the full control effect.

SMILES | AmpC detergent | AMA1 RON2 block | FBPA Giardia inh | HCV inhibitor | HCMV antiviral | Sm TGR block
CCN(CC)S(=O)(=O)c1ccc2nc(NC(=O)c3cncc(Br)c3)sc2c1 | 17% | . | . | . | 4 | -4%
O=C1CSC(c2cccnc2)N1C1CCCCC1 (centres undefined) | 2% | -7% | -27% | 14% | 40 | -1%
CC1(C)S[C@@H]2[C@H](NC(=O)COc3ccccc3)C(=O)N2C1C(=O)OCC1CCCCC1 (some centres undefined) | . | -3% | . | 7% | -5 | .
COc1ccc(C2Nc3ccccc3C(=O)N2Cc2ccccc2)cc1Cn1nnc2ccccc21 (centres undefined) | 5% | -7% | 1% | ? | ? | -6%
O=[N+]([O-])c1ccc(N2CCN(Cc3cccc([N+](=O)[O-])c3)CC2)cc1 | -6% | -19% | 3% | ? | -36 | 12%
NC(=O)C1=C[C@H](c2ccccc2)C[C@H](OCc2ccc(CO)cc2)O1 | -6% | 5% | ? | 14% | 9 | ?
CCn1c(CN2CCCCC2)nc2cc(NC(=O)COc3ccc(C(C)(C)C)cc3)ccc21 | 16% | . | . | . | -31 | -6%
N#CC1=C(S)N(c2ccccc2)C(c2ccco2)NC1=O (centres undefined) | 7% | -10% | ? | 20% | -24 | 1%
CN1CCN(c2ccc(Cl)cc2NC(=O)c2ccc(S(=O)(=O)N(C)C)cc2)CC1 | 1% | -4% | -1% | 11% | 77 | -4%
CCOc1ccc(S(=O)(=O)N(C)c2ccc(OCC(=O)NCc3ccco3)cc2)cc1 | ? | ? | -3% | ? | -13 | 4%
CCOc1ccc(N(CC(=O)N2CCOCC2)S(=O)(=O)c2ccc(Cl)cc2)cc1 | -1% | 5% | -12% | 11% | 22 | -8%
COc1ccc(-c2cc(C(=O)Nc3cc(Cl)ccc3OC)no2)cc1 | -7% | 1% | -1% | -9% | 59 | 11%
N#CC(C#N)=NNc1ccc(-n2ccc(C(F)(F)F)n2)cc1 | 4% | -13% | -17% | 4µM* | -97* | ?
CCc1cc2c(NC3CCCC3)ncnc2s1 | 4% | -7% | -14% | 10µM* | -76* | 0%
CCCCNC(=O)CSc1ccc(S(=O)(=O)N2CCOCC2)cn1 | ? | 4% | . | -4% | 0 | -3%
O=C(CCCN1C(=O)/C(=C/c2ccccc2Cl)SC1=S)NCCCN1CCOCC1 | -9% | -5% | 2% | -19% | ? | 3%
O=c1ccc2cc(S(=O)(=O)N3CCN(c4cc(Cl)ccc4Cl)CC3)ccc2o1 | -8% | -6% | 7% | -11% | -19 | 3%
O=C(NN=Cc1ccc(N2CCOCC2)s1)c1ccc([N+](=O)[O-])cc1 | . | 64%[activator] | . | 22µM* | 3 | .
CC(=O)N=c1c(C#N)cc2c(=O)n3cccc(C)c3nc2n1CCCOC(C)C | -7% | 0% | 2% | -3% | ? | -3%
CCOC(=O)N1CCN(C(=O)CCCCCn2c(=S)[nH]c3cc4c(cc3c2=O)OCO4)CC1 | -6% | 44%[activator] | -10% | ? | ? | 0%
O=C(COC(=O)C1(c2ccc(F)cc2)CCCC1)N1CCOCC1 | ? | 3% | 2% | 21% | ? | 2%
CC(Sc1nnc(NC2CCCCC2)s1)C(=O)N1CCOCC1 (centres undefined) | -11% | -27% | . | 7%[8.37 µM] | -18 | 5%
c1ccc2[nH]c(CSc3nccs3)nc2c1 | ? | 4% | -23% | -26% | 34 | 0%
C=CCN(CC=C)S(=O)(=O)c1ccc(NC(=S)NC(=O)c2ccco2)cc1 | -13% | 8% | -29% | ? | ? | ?
CCOc1ccc(NC(=O)[C@@H](NC(=O)OCc2ccccc2)[C@@H](C)CC)cc1 | ? | 4% | 2% | 4% | ? | -22%
C=CCn1c(SCC(=O)c2c(N)n(CCC)c(=O)n(C)c2=O)nc2sc(CC)cc2c1=O | -8% | 3% | 1% | 7% | -4 | -19%
COc1ccc2c(c1)c(=O)oc1cc(O)ccc12 | -3% | 1% | 5% | -16% | 25 | -3%
CCC(C(=O)NC1CCCC1)N(C(=O)Cn1nnc(-c2ccc(OC)c(OC)c2)n1)c1cccc(O)c1 (centres undefined) | ? | -11% | -2% | ? | -12 | 1%
COc1cccc(OCc2cc(C(=O)NCc3ccc4c(c3)OCO4)no2)c1 | 0% | 16% | . | -1% | 29 | -26%
Cc1ccc(S(=O)(=O)N2CCN(Cc3ccccc3)CC2)s1 | -9% | -10% | . | 1% | -19 | -15%
COc1cc(/C=C2\SC(=S)N(NC(C)=O)C2=O)ccc1OC(=O)c1ccco1 | . | 6% | . | 13% | 3 | .
CCN(CC)S(=O)(=O)c1ccc(N(C)Cc2ccc(C(F)(F)F)cc2)nc1 | -9% | 14% | -10% | 14µM* | -20 | -1%
CC1CC(C)CN(CC(=O)N2c3ccccc3CCc3ccccc32)C1 (centres undefined) | ? | -10% | ? | ? | 40 | -17%
Cc1ccc(NC(=O)CSc2nnc(-c3ccncc3)s2)cc1 | 4% | -8% | 1% | -13% | -9 | 12%
CCCN(CCC)CC(O)Cn1cc(/C=C/C(=O)c2ccccc2)c2ccccc21 (centres undefined) | 4% | -23% | -5% | ? | -27 | -15%
O=C(Nc1nc(-c2ccccc2)cs1)c1ccc(Br)o1 | -4% | -21% | 1% | ? | -11 | -10%

Molecules above that have fluorine:
SMILES | AmpC detergent | AMA1 RON2 block | FBPA Giardia inh | HCV inhibitor | HCMV antiviral | Sm TGR block
N#CC(C#N)=NNc1ccc(-n2ccc(C(F)(F)F)n2)cc1 | 4% | -13% | -17% | 4µM* | -97* | ?
O=C(COC(=O)C1(c2ccc(F)cc2)CCCC1)N1CCOCC1 | ? | 3% | 2% | 21% | ? | 2%
CCN(CC)S(=O)(=O)c1ccc(N(C)Cc2ccc(C(F)(F)F)cc2)nc1 | -9% | 14% | -10% | 14µM* | -20 | -1%

Whole records from above. Order of values: AmpC detergent, AMA1 RON2 block, FBPA Giardia inh, HCV inhibitor, HCMV antiviral, Sm TGR block
`O=C(Nc1nc(-c2ccccc2)cs1)c1ccc(Br)o1` as listed: -4%, -21%, 1%, ?, -11, -10%
`COc1cccc(OCc2cc(C(=O)NCc3ccc4c(c3)OCO4)no2)c1` as listed: 0%, 16%, ., -1%, 29, -26%
`CCOc1ccc(NC(=O)[C@@H](NC(=O)OCc2ccccc2)[C@@H](C)CC)cc1` as listed: ?, 4%, 2%, 4%, ?, -22%
`Cc1ccc(S(=O)(=O)N2CCN(Cc3ccccc3)CC2)s1` as listed: -9%, -10%, ., 1%, -19, -15%

Next part.
SMILES | AmpC detergent | AMA1 RON2 block | FBPA Giardia inh | HCV inhibitor | HCMV antiviral | Sm TGR block
COCCNC(=O)CN(C(=O)Cn1nnc2ccccc21)c1ccc(F)c(Cl)c1 | -14% | 44%[activator] | 6% | 15%&5% | 66 | -14%
O=C1/C(=C\c2cccs2)N=C(c2cccs2)N1Nc1ccccc1 | 0% | -21% | 13% | ? | -78* | -1%
CCOC(=O)C1=C(C)N=c2s/c(=C/c3ccc(OCC(=O)O)c(OC)c3)c(=O)n2C1c1ccc(Cl)cc1 (centres undefined) | . | 2% | . | 0% | -3 | .
O=C(CSc1nc2ccccc2n1Cc1ccc(Cl)cc1)N/N=C/c1ccc(C(=O)O)cc1 | -9% | -4% | 8% | 16% | ? | -3%
Cc1ccc(S(=O)(=O)Oc2ccccc2/C=N/NC(N)=S)cc1 | -1% | 8% | 2% | ? | ? | 5%
O=C(CCC(=O)N1CCN(c2ccccn2)CC1)Nc1nnc(C2CCCCC2)s1 | 4% | -6% | 4% | 20% | 9 | 9%
Cc1cccc(-n2cc(-c3ccccc3)c3c(=O)[nH]cnc32)c1 | -9% | -15% | 7% | 9% | 0 | -2%
CSc1cccc(N2CC(C(=O)N(Cc3nnc(-c4ccccc4Cl)o3)C3CC3)CC2=O)c1 (centres undefined) | -6% | -7% | . | -23% | -37 | 8%
Cc1ccc(C[n+]2c(-c3ccc(C)cc3)cc(-c3ccc(C)cc3)cc2-c2ccc(C)cc2)cc1 | 0% | -4% | . | 2.2µM* | . | -5%
Cc1ccc(Cn2c(=O)c3ccccc3n3c(CCC(=O)O)nnc23)cc1 | . | 8% | . | 15% | -14 | .
COc1ccc2cc(/C=N/NC(=O)c3ccc(CN(c4ccc(C)c(C)c4)S(C)(=O)=O)cc3)c(Cl)nc2c1 | -5% | 26% | 4% | ? | 27 | 1%
COC(=O)c1cc(S(=O)(=O)NCCCN2CCCC2=O)cn1C | -8% | 1% | 3% | 16% | 0 | 4%
Cc1ccc(OCC(=O)N2CCN(c3nnc(-c4ccccc4)c4ccccc34)CC2)cc1 | -11% | -9% | -2% | ? | -83* | -9%
O=C(COC(=O)c1ccc(OC(F)F)cc1)NCc1cccs1 | . | -2% | . | 15% | 18 | .
O=C1OCCC1Sc1nnc(-c2ccc(F)cc2)n1Cc1ccccc1 (centres undefined) | -10% | -1% | -2% | ? | -34 | 0%
O=C(NCCc1ccccn1)c1ccc(OC(F)F)cc1 | -20% | -4% | 1% | 19% | 46 | 53%[activator]
CCOC(=O)c1cc2c(=O)n3ccccc3nc2n(CC2CCCO2)c1=NC(=O)c1ccc(F)cc1 (centres undefined) | 2% | . | . | . | -8 | -1%
COC(=O)c1ccc(NC(=O)CSc2cn(CC(=O)N3CCCCC3)c3ccccc23)cc1 | 1% | . | . | . | -25 | -1%
COC(=O)c1ccc(C(=O)OC)c(NC(=O)CN(C)Cc2ccc(Cl)c(Cl)c2)c1 | -9% | 11% | 1% | 5% | 7 | -7%
CCC(=O)Nc1ccc(NC(=O)c2cccc(OC)c2)nc1 | -1% | -13% | 0% | 0% | 74 | -7%
